Giardia FBPA inh: Giardia lamblia aldolase inhibition. 290,000 tested, 0.71% active. AID 2451. Potency, µM (series often up to 59.6 µM), without a hit: at the top dose activity, negative = inhibition, actives largely listed as inhibitors. purified Giardia FBPA; further: potency means the concentration at half of the fitted maximal effect; on the % scale 0 is the no-effect control and ±100 the full control effect; nearly all actives have a fitted effect of over 55% in size
Target sequence (A8B2U2 whole entry, looked up): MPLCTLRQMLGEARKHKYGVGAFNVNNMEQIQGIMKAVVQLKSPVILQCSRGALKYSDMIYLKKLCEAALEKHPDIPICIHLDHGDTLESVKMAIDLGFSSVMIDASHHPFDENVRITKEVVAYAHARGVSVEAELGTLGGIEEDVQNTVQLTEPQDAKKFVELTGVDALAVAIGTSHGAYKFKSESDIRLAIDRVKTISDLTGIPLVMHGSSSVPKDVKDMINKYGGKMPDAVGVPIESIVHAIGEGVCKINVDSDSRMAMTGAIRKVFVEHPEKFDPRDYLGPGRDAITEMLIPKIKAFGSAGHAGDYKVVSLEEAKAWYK
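40 nM FBPA preincubated 10 min at RT with compound (up to 57.5 uM final), then substrate plus GAPDH/TPI/NAD/arsenate coupling and diaphorase/resazurin added. Fluorescence read after 20 min at RT, 525/598 nm.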
Cycloheximide cs: counter-screen hit for Shiga toxin inhibitors, cycloheximide; cell reporter, cycloheximide protein synthesis inhibition counterscreen; max response, %; 300,000 tested, 12% active; in the data active means max response mostly above about 13%, no sharp cut-off; inactive means mostly below about 14%; further: read at 38.3 µM for the half of the compounds with a filed dose; 0% is about no effect
Shiga toxin inh: Shiga toxin inhibition; AID 2315; 290,000 tested, 9.2% active; inhibition, % at 38.7 µM; Vero cells, Shiga toxin protein synthesis inhibition reporter; in the data active means inhibition mostly above about 28%, no sharp cut-off; inactive means mostly below about 43%; further: 0% is about no effect
Pf growth 48h: P. falciparum growth inhibition at 48 hours (one generation). Potency, µM (top dose mostly 28.7 µM), without a hit: at the highest dose activity change, negative = inhibition, hits mostly inhibitors. P. falciparum luciferase growth in erythrocytes, 48 h. 310,000 tested, 5.9% active; further: potency means the concentration at half of the fitted maximal effect; on the % scale 0 is the no-effect control and ±100 the full control effect
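In quantitative HTS format, infected erythrocytes bearing luciferase-reporter parasites were treated for a single generation at 37 C. Luminescence after adding detection reagent served as the growth measure.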
Sm TGR inh: inhibitors of Schistosoma mansoni thioredoxin glutathione reductase | Q962Y6 | purified TGR, DTNB reduction, TNB absorbance 405 nm | Potency, µM (doses to about 114 µM), inactives show top-dose activity change, negative = inhibition, hits mostly inhibitors | 360,000 tested, 3% active | AID 485364; further: potency means the concentration at half of the fitted maximal effect; on the % scale 0 is the no-effect control and ±100 the full control effect; nearly all actives have a fitted effect of over 60% in size
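Kinetic colorimetric format: TGR-catalysed, NADPH-driven DTNB reduction monitored via TNB absorbance. Enzyme dispensed at 20 nM; compound exposure 15 min at room temperature before reaction start.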
Pf growth 96h: P. falciparum growth inhibition at 96 hours. P. falciparum luciferase reporter growth, 96 h. Potency, µM (top dose mostly 28.7 µM), without a hit: at the highest dose activity change, negative = inhibition, hits mostly inhibitors. 320,000 tested, 6.9% active. AID 504834; further: potency means the concentration at half of the fitted maximal effect; on the % scale 0 is the no-effect control and ±100 the full control effect
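Luminescence readout: decreased luciferase signal marks inhibited growth of reporter-expressing P. falciparum in infected red cells (2% hematocrit, 0.05% parasitemia final), exposed to compound two generations (96 h, 37 C, 5% CO2).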
Numbers without * were called inactive; ? = inconclusive; / = not tested or not shown; [ ] = dose if it differs, or a comment. Unless noted, the call rests on the fitted dose curve; in most records, active means well fitted curve in the direction sought with a large enough effect; inconclusive means small, poorly fitted or top-dose-only effect, or another doubt; inactive means no such curve, though single readings can be large; an effect the other way counts as inactive or inconclusive.

SMILES	Giardia FBPA inh	Cycloheximide cs	Shiga toxin inh	Pf growth 48h	Sm TGR inh	Pf growth 96h
O=C1CCCC(=O)N1c1ccc(NCCOCCO)c([N+](=O)[O-])c1	-2%	-2	6	-18%	2%	0%
Cc1nc(CSc2ccc(Br)cc2)cs1	-1%	23*	49*	43%[activator]	-3%	57%[activator]
COc1cc(OC)cc(-c2nc(-c3ccc(Br)cc3)no2)c1	-2%	7	7	21%	1%	?
O=C(Cc1ccccc1)N1CCCC1c1ccccc1 (stereo not drawn)	0%	-8	-16	-10%	5%	/
CCOC(=O)/C(C#N)=C/c1c(N2CCN(c3ccccc3)CC2)nc2c(C)cccn2c1=O	-8%	-1	-4	?	5%	?
COCCCNC(=S)N1CCCC(c2nc3cc(C)c(C)cc3[nH]2)C1 (stereo not drawn)	-9%	14	28	?	/	?
O=C(OCCN1CCOCC1)C1(c2ccccc2)CCCC1	-5%	-3	-2	-12%	0%	-10%
Cc1ccc(N2CCC(N3CCN(C)C(CCO)C3)CC2)cc1 (stereo not drawn)	5%	2	11	4%	?	?
COc1ccc(C(=O)/C=C/c2ccc(OC(=O)c3cc(OC)c(OC)c(OC)c3)cc2)cc1	4%	1	-5	2.9µM*	9%	4.7µM*
CCCCNCC(O)(c1ccc(Cl)cc1)c1ccc(Cl)cc1	4%	29	29	13µM*	0%	2.3µM*
O=C(CN1C(=O)CCSc2ccc(S(=O)(=O)N3CCCC3)cc21)NCc1ccccc1Cl	/	-2	-5	-13%	-9%	?
CCN1CCN(C(=O)c2ccc(CN(c3ccc(C)c(C)c3)S(C)(=O)=O)cc2)CC1	-1%	-2	2	?	27%	10µM*
Cn1cc(C(=O)N/N=C/c2c(O)ccc3ccccc23)ccc1=O	-3%	-1	8	2.6µM*	-4%	28%
O=C(NCc1ccccn1)c1nnc(Cc2ccc(Cl)cc2)o1	-1%	-3	-5	9%	-1%	-27%
Oc1ccc(-c2nccc(-c3ccc(F)cc3)n2)cc1	0%	81*	88*	125%[activator]	1%	109%[activator]
COc1ccc(NC(=O)C(c2ccccc2)N2CCN(c3ccccn3)CC2)cc1Cl (stereo not drawn)	-4%	9	-2	?	-14%	?
O=C(COc1ccc(Cl)cc1)Nc1cccc(S(=O)(=O)NC2=NCCCCC2)c1	/	/	/	-1%	1%	?
CC1(C)CC(=O)C2=C(C1)OC(c1ccc(O)cc1)C(C#N)=C2N (stereo not drawn)	0%	3	-11	3%	-5%	-2%
COc1ccc(-c2nnc3n(CCc4ccccc4)c(=O)c4ccccc4n23)c(OC)c1	-1%	0	6	13µM*	-3%	4.7µM*
CC(C)c1nc(SCC(=O)Nc2cccc(C(F)(F)F)c2)c2c(=O)n(C)c(=O)n(C)c2n1	28%	-1	-4	2%	1%	?
O=C(CSc1c[nH]c2ccccc12)NCC1CCCO1 (stereo not drawn)	-22%	1	23	44%[activator]	-5%	22%
O=C(CCn1c(=O)oc2ccccc21)Nc1ccc(N2CCOCC2)cc1	1%	9	-3	-13%	1%	13%
CCS(=O)(=O)N1CCN(C(=O)c2ccccc2)CC1	28%	10	-3	/	4%	14%
COc1ccc(C(=O)CCN2CCN(c3ccc(OC)cc3)CC2)cc1	9%	-1	-6	1%	0%	-8%
CCOc1ccc(S(=O)(=O)N2CCN(c3ccc(OC)cc3)CC2)c2cccnc12	3%	-5	-5	?	?	?

4 compounds out of the list, sorted by number of heavy atoms, descending.
SMILES	Giardia FBPA inh	Cycloheximide cs	Shiga toxin inh	Pf growth 48h	Sm TGR inh	Pf growth 96h
O=C(CN1C(=O)CCSc2ccc(S(=O)(=O)N3CCCC3)cc21)NCc1ccccc1Cl	/	-2	-5	-13%	-9%	?
Cn1cc(C(=O)N/N=C/c2c(O)ccc3ccccc23)ccc1=O	-3%	-1	8	2.6µM*	-4%	28%
Oc1ccc(-c2nccc(-c3ccc(F)cc3)n2)cc1	0%	81*	88*	125%[activator]	1%	109%[activator]
Cc1nc(CSc2ccc(Br)cc2)cs1	-1%	23*	49*	43%[activator]	-3%	57%[activator]

Following part.
SMILES	Giardia FBPA inh	Cycloheximide cs	Shiga toxin inh	Pf growth 48h	Sm TGR inh	Pf growth 96h
O=c1c2ccccc2oc2cc(OCc3cccc(F)c3)cc(O)c12	-17%	-3	2	3%	-32%	-1%
CCOC(=O)C1=C(c2ccccc2)NC(SCC(N)=O)=C(C#N)C1c1cccnc1 (stereo not drawn)	4%	-1	32	-17%	14%	/
CN1CCCN(C(=O)CSc2ccccc2)CC1	0%	1	-3	5%	5%	0%
CN1Cc2c(N3CCOCC3)nc3sc(C#N)c(N)c3c2CC1(C)C	-19%	-2	-8	?	-6%	?
CN1CCN(NC(=O)c2cccc(C(F)(F)F)c2)CC1	5%	0	-5	44%[activator]	11%	52%[activator]
CC(C)=CCCC(C)NC(=O)NC1CCCCC1 (stereo not drawn)	-8%	23*	38	9%	-1%	13%
O=C(c1ccc(-c2ccccc2Cl)o1)N1CCCC(C(F)(F)F)C1 (stereo not drawn)	/	/	/	130%[activator]	3%	133%[activator]
Cc1cccc(N2CCN(CC(O)COc3ccc(Cl)cc3)CC2)c1 (stereo not drawn)	-1%	-1	4	5%	-2%	-19%
Cc1cccc(CCN(CC(=O)NC2CCCCC2)C(=O)c2csnn2)c1	0%	-1	-16	-10%	0%[57.1 µM]	-17%
O=C1c2ccccc2-c2ccc(C(=O)N3CCCCC3)cc21	-6%	31*	153	61%[activator]	2%[57.1 µM]	-23%
CC(C)(CN1CCC(Cc2ccccc2)CC1)NS(=O)(=O)c1ccccc1	?	6	9	12µM*	5%	-2%
CCOC(=O)c1ccc(NC(=O)Nc2ccc(S(N)(=O)=O)cc2)cc1	4%	-2	-2	?	-11%	64%[activator]
O=C(C1=COCCO1)N1CCN(C(c2ccccc2)c2ccccc2)CC1	2%	5	-11	?	?	?
COc1ccc([C@@H]2[C@H]3C(=O)N(c4cccc(C(F)(F)F)c4)C(=O)[C@H]3ON2C)cc1	3%	2	-7	18%	?	25%
Cc1ccccc1-n1c(-c2ccc(=O)[nH]n2)n[nH]c1=S	6.3µM*	1	16	-8%	10%	24%
CCOC(=O)N1CCN(C(=O)CCn2c(=S)[nH]c3ccccc3c2=O)CC1	-17%	-4	-10	-9%	2%	-5%
COc1cc(CN2CC(=O)N(c3cccc(Cl)c3C)C2=S)cc(OC)c1OC	4%	-4	-10	2.6µM*	4%	0%
O=C1c2ccccc2C(=O)c2cc(NC(=O)C3CC3)ccc21	1%	20*	33*	256%[activator]	-32%	?
Cc1ccccc1OCC(=O)N1N=C(C(F)(F)F)CC1(O)C(C)(C)C (stereo not drawn)	0%	-2	-6	10µM*	?	?
CCCOc1ccc(-c2nc(OCC)c3ccccc3n2)cc1	6%	11	32*	/	8%	71%
COCCN(C(=O)c1cccc(-n2cnnn2)c1)c1c(N)n(CC(C)C)c(=O)[nH]c1=O	/	/	/	-5%	-3%	8%
O=C(c1ccc(Cl)c(S(=O)(=O)N2CCCCC2)c1)N1CCCCC1	12%	-2	14	-23%	-6%	32%[activator]
COc1ccc(N/N=C(\C#N)C(=N)N2CCOCC2)cc1	-7%	29*	36	73%[activator]	5%	7%
COc1ccc(-c2nnc(SC(=O)N3c4ccccc4Sc4ccccc43)o2)cc1	-23%	9	19	?	-3%	?
COC(=O)c1cccc(COC(=O)c2ccccc2NC(=O)c2ccco2)c1	-3%	-3	9	-26%	2%	/

(listing goes on)
SMILES	Giardia FBPA inh	Cycloheximide cs	Shiga toxin inh	Pf growth 48h	Sm TGR inh	Pf growth 96h
COc1ccc(CCNC2CCCCC2)cc1	-9%	-2	-4	-19%	-17%	?
O=C(Cc1ccccc1)NN1C(=O)C2C3C=CC(C3)[C@@H]2C1=O (stereo partly drawn)	8%	-3	3	-7%	2%	0%
O=C(NN1C(=O)C2C3C=CC(O3)C2C1=O)c1ccncc1 (stereo not drawn)	-1%	-5	-12	13%	20µM*	32%
Cc1cccc(-n2c(=S)[nH]c3ccccc3c2=O)n1	-29%	0	-2	/	-2%	?
CCN1C(=NCc2ccc(OC)cc2)N[C@@H](c2ccccc2)[C@H](C(=O)OC)[C@H]1C	19%	-1	-7	48%[activator]	-2%	?
CCOc1ccc(C2=Nc3ccccc3C(c3ccc(N4CCOCC4)cc3)=NN2)cc1	-2%	46*	163*	?	-13%	?
CC(C)CCOCc1nc2sc3c(c2c(=O)[nH]1)CCC(C)C3 (stereo not drawn)	1%	0	17	/	2%	-20%
CC(=O)Nc1ccc(S(=O)(=O)NCc2cn3c(C)csc3n2)cc1	3%	-2	12	11%	-3%	-1%
COc1cc(C(=O)NCCC(c2ccccc2)c2ccccc2)cc(OC)c1OC	2%	-1	-13	?	?	-28%
CNC(CC(C)C)C(=O)NC1C(=O)NC(CC(N)=O)C(=O)NC2C(=O)NC3C(=O)NC(C(=O)NC(C(=O)O)c4cc(O)cc(O)c4-c4cc3ccc4O)C(O)c3ccc(c(Cl)c3)Oc3cc2cc(c3OC2OC(CO)C(O)C(O)C2OC2C[C@](C)(N)C(O)C(C)O2)Oc2ccc(cc2Cl)C1O (stereo partly drawn)	/	/	/	?	0%	11%
CN(Cc1cn(-c2ccccc2)nc1-c1cc2ccccc2o1)C(=O)CCC(=O)O	10%	11	24	8%	-11%	-11%
CCCc1cc(=O)n2nc(N3CCC(C(=O)Nc4cccc(C(C)=O)c4)CC3)sc2n1	/	-3	-2	-18%	-4%	-19%
CSc1ncc(CN2CCN(C3CCN(C(C)C)CC3)C(CCO)C2)cn1 (stereo not drawn)	1%	1	-3	13%	0%	125%[activator]
Cc1nn(-c2ccccn2)c2c1C(=O)C(Br)CC2 (stereo not drawn)	5µM*	12	-12	?	2.5µM*	30%
CC1(c2ccccc2Cl)NC(=O)N(CC(=O)N2CCc3ccccc3C2)C1=O (stereo not drawn)	/	/	/	21%	1%	?
COc1ccccc1CCNC1CCCC(C)C1 (stereo not drawn)	7%	2	-12	-16%	-20%	161%[activator]
Cc1ccc(OCCNC(=O)c2cccc(Oc3ccc(C(F)(F)F)cc3[N+](=O)[O-])c2)cc1	0%	8	-8	5%	9%	?
O=C(O)c1cc(NC(=O)c2ccccc2F)cc(NC(=O)c2ccccc2F)c1	3%	-2	-12	20%	-26%	-14%
CCOC(=O)c1c(NC(C)=O)sc(/C(C)=N/Nc2ccc(C(=O)O)cc2)c1C	0%	70*	59*	-7%	0%	22%
COc1ccc(CN2CCC(c3nc4ccc(Cl)cc4[nH]3)CC2)cc1	1%	-5	3	?	?	?
CNC(=O)NC(=O)COC(=O)/C=C/c1cccc(Br)c1	6%	10	-13	15%	-1%	8%
Cc1ccc(OCC(=O)Nc2ccc(S(=O)(=O)Nc3ccccn3)cc2)cc1	0%	1	3	-22%	10%	43%[activator]
CN(Cc1ccc(F)cc1)Cc1nc(-c2ccccc2)no1	2%	-1	24	-3%	?	10µM*
CCN(C(=O)C(C)N1C(=O)/C(=C/c2cccs2)SC1=S)C1CCS(=O)(=O)C1 (stereo not drawn)	/	-2	-5	?	-12%	?
Cc1cccc(NC(=O)c2c(O)c3ccccc3[nH]c2=O)c1	10%	33*	38*	69%[activator]	-12%	-38%

Copied from the results shown, two compounds:
SMILES	Giardia FBPA inh	Cycloheximide cs	Shiga toxin inh	Pf growth 48h	Sm TGR inh	Pf growth 96h
COc1ccc(CCNC2CCCCC2)cc1	-9%	-2	-4	-19%	-17%	?
O=C(Cc1ccccc1)NN1C(=O)C2C3C=CC(C3)[C@@H]2C1=O (stereo partly drawn)	8%	-3	3	-7%	2%	0%

Part of the list above in a different format:
| structure | Giardia FBPA inh | Cycloheximide cs | Shiga toxin inh | Pf growth 48h | Sm TGR inh | Pf growth 96h |
| --- | --- | --- | --- | --- | --- | --- |
| CN1CCCN(C(=O)CSc2ccccc2)CC1 | 0% | 1 | -3 | 5% | 5% | 0% |
| COc1ccc(C(=O)CCN2CCN(c3ccc(OC)cc3)CC2)cc1 | 9% | -1 | -6 | 1% | 0% | -8% |

Source: PubChem BioAssay (National Center for Advancing Translational Sciences (NCATS))
